Bioassay records: PubChem, National Center for Advancing Translational Sciences (NCATS)
Cycloheximide cs = affects cycloheximide protein synthesis inhibition readout, counter-screen; max response, %; 300,000 tested, 12% active; cell reporter, cycloheximide protein synthesis inhibition counterscreen; in the data active means max response mostly above about 13%, no sharp cut-off; inactive means mostly below about 14%; further: read at 38.3 µM for the half of the compounds with a filed dose; 0% is about no effect
Shiga toxin inh = Shiga toxin inhibition; 290,000 tested, 9.2% active; Vero cells, Shiga toxin protein synthesis inhibition reporter; inhibition, % at 38.7 µM; AID 2315; in the data active means inhibition mostly above about 28%, no sharp cut-off; inactive means mostly below about 43%; further: 0% is about no effect
Pf growth 48h = inhibits P. falciparum growth in the first generation, 48 h; Potency, µM (doses to about 28.7 µM), without a hit: at the highest dose activity change, negative = inhibition, usual class: inhibitors; P. falciparum luciferase growth in erythrocytes, 48 h; 310,000 tested, 5.9% active; further: potency means the concentration at half of the fitted maximal effect; on the % scale 0 is the no-effect control and ±100 the full control effect
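Luciferase-expressing parasites in RBCs, 2% Hct / 0.1% parasitemia final; RPMI 1640 + 0.5% Albumax; 37 C, 5% CO2, one generation; luminescence read-out, lower signal = inhibition.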
HCV inhibitor = HCV inhibition; Huh7.5.1 HCVcc-Cre infection, luciferase reporter, 44 h; 340,000 tested, 3.4% active; Potency, µM (doses to about 41.8 µM), inactives show at the top dose activity change, negative = inhibition, usual class: inhibitors; further: potency means the concentration at half of the fitted maximal effect; on the % scale 0 is the no-effect control and ±100 the full control effect
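1,000 cells/well; 4 h culture; + compound; + HCVcc-Cre (~0.5 moi); 44 h; luciferase substrate, RT 15 min; read 15 sec.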
Pf growth 96h = P. falciparum growth inhibition at 96 hours; Potency, µM (highest dose often 28.7 µM), for the others: at the highest dose activity change, negative = inhibition, actives largely listed as inhibitors; P. falciparum luciferase reporter growth, 96 h; 320,000 tested, 6.9% active; further: potency means the concentration at half of the fitted maximal effect; on the % scale 0 is the no-effect control and ±100 the full control effect
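Erythrocytes infected with luciferase-expressing P. falciparum were dispensed at 2% hematocrit and 0.05% parasitemia (final), then incubated with compounds 96 hours at 37 C in 5% CO2. Luminescence after detection reagent addition reported growth.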
LmPK inhibitor = LmPK (Leishmania mexicana) enzyme inhibition; Q27686; purified LmPK, Kinase-Glo ATP luminescence, 1 h; Potency, µM (highest dose often 57.5 µM), inactives show at the highest dose activity change, negative = inhibition, usual class: inhibitors; 290,000 tested, 0.37% active; further: potency means the concentration at half of the fitted maximal effect; on the % scale 0 is the no-effect control and ±100 the full control effect
Target sequence (Q27686 whole entry, looked up): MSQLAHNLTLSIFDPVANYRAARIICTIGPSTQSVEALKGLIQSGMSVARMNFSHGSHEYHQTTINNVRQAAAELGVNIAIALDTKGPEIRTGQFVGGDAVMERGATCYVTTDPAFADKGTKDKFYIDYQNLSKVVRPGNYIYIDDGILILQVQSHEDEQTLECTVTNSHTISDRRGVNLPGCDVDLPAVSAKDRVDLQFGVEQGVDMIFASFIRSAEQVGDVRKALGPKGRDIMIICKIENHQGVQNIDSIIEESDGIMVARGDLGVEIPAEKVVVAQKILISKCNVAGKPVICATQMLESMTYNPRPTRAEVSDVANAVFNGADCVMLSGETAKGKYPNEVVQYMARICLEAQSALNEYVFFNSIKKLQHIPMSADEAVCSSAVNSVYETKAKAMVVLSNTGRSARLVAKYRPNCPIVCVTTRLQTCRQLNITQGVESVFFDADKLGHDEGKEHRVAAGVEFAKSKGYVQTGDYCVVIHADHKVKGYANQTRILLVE
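Screened at intermediate enzyme activity to detect both inhibitors and activators: LmPK at 0.1 nM, with a 0.5 nM enzyme column as activation reference. PEP 0.5 mM, ADP 0.1 mM; ATP detected by luminescence after 1 h.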
TbPYK inhibitor = T. brucei pyruvate kinase inhibition; Potency, µM (doses to about 76.8 µM), without a hit: top-dose activity, negative = inhibition, usual class: inhibitors; Q57TT1; 410,000 tested, 0.12% active; AID 624173; TbPYK enzyme, Kinase-Glo Plus ATP luminescence, 45 min; further: potency means the concentration at half of the fitted maximal effect; on the % scale 0 is the no-effect control and ±100 the full control effect; nearly all actives have a fitted effect of over 50% in size
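Activity of T. brucei pyruvate kinase was followed by Kinase-Glo Plus luminescence after the enzyme reacted 45 min at room temperature with 130 uM ADP (final) and substrate. Test compounds were added before ADP at multiple concentrations.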
The depositor's hits bear a star; ? = inconclusive; . = not tested or not shown; & = joins results of further samples; [ ] = remark or other dose. Unless noted, the call rests on the fitted dose curve; in most records, active means well fitted curve in the direction sought with a large enough effect; inconclusive means small, poorly fitted or top-dose-only effect, or another doubt; inactive means no such curve, though single readings can be large; an effect the other way counts as inactive or inconclusive.

1: COc1cc(OC)cc(-c2oc(=O)c3cc(OC)c(OC)cc3c2/C=C/c2ccc(F)cc2)c1
2: O=C(Nc1nc(=O)[nH]s1)c1ccccc1
3: COc1cccc(C2c3[nH]c4ccccc4c3C[C@H]3C(=O)N(C4CC4)CC(=O)N23)c1 (stereo partly specified)
4: O=C(CN1C(=O)CCC1=O)Nc1nc(-c2ccc3ccccc3c2)cs1
5: CCN(CCO)Cc1cn[nH]c1-c1ccc(C)c(C)c1
assay / entry,1,2,3,4,5
Cycloheximide cs,.,7,-3,40*,1
Shiga toxin inh,.,2,-6,96*,2
Pf growth 48h,0%,17%,3.3µM*,133%[activator],-19%
HCV inhibitor,13%,18%,2%,0%,-8%
Pf growth 96h,?,-20%,1.9µM*,84%[activator],9%
LmPK inhibitor,.,0%,6%,1%,-5%
TbPYK inhibitor,2%,-4%,-2%,-3%,29%

6: COc1cc(-c2nc3n(n2)C(c2ccncc2)C2=C(CCCC2=O)N3)cc(OC)c1OC (stereo unspecified)
7: O=C(c1ccc(-c2ccccc2)c(F)c1)C1CCCN(C(=O)c2cncs2)C1 (stereo unspecified)
8: CCOC(=O)Cn1nc(C)c2c1CCCC2=O
9: O=C(Nc1nc(-c2ccncc2)cs1)C1c2ccccc2Oc2ccccc21
10: COc1ccccc1OC(C)C(=O)Nc1ccccc1C(=O)NCc1cccnc1 (stereo unspecified)
assay / entry,6,7,8,9,10
Cycloheximide cs,-2,-2,0,3,-2
Shiga toxin inh,-8,35,-8,-3,4
Pf growth 48h,?,?,16%,?,19%
HCV inhibitor,0%,-8%,-1%,?,0%
Pf growth 96h,?,13µM*,19%,?,28%
LmPK inhibitor,9%,3%,-1%,0%,2%
TbPYK inhibitor,7%,12%,1%,7%,0%

11: O=C(Nc1c(F)cc(F)cc1Br)c1cc2nc(C(F)F)cc(C(F)F)n2n1
12: CCCCNC(=O)CCCn1c(=S)[nH]c2cc3c(cc2c1=O)OCO3
13: CC1(C)CC(NC(=S)NC(=O)c2cc(Br)ccc2Cl)CC(C)(C)N1
14: CC(=O)Nc1ccc(OCc2cnc(Cl)s2)cc1
15: O=c1ccnc(SCCc2ccccc2)[nH]1
assay / entry,11,12,13,14,15
Cycloheximide cs,-1,-3,.,25*,5
Shiga toxin inh,-7,-6,.,35,10
Pf growth 48h,-5%,-8%,?,29%,-8%
HCV inhibitor,?,-23%,?,30%,6%
Pf growth 96h,-17%,308%[activator],?,-13%,27%
LmPK inhibitor,-3%,1%,.,-2%,-5%
TbPYK inhibitor,-6%,-1%,3%,6%,-7%

Some entries already given, showing only HCV inhibitor.
nr	smiles	HCV inhibitor
8	CCOC(=O)Cn1nc(C)c2c1CCCC2=O	-1%
9	O=C(Nc1nc(-c2ccncc2)cs1)C1c2ccccc2Oc2ccccc21	?
10	COc1ccccc1OC(C)C(=O)Nc1ccccc1C(=O)NCc1cccnc1 (stereo unspecified)	0%
11	O=C(Nc1c(F)cc(F)cc1Br)c1cc2nc(C(F)F)cc(C(F)F)n2n1	?

Further records follow.
16: CCOc1ccc(N/C=C/C(=O)c2ccc(OC)c(OC)c2)cc1
17: NC(=O)NC(CC(=O)NCCCc1ccccc1)c1ccccc1Cl (stereo unspecified)
18: Cc1c(C(=O)N2CCCC2)sc(NC(=O)c2cccc(Cl)c2)c1C#N
19: C/C(=N/NC(=O)c1cc(-c2cccc([N+](=O)[O-])c2)n[nH]1)c1cccc(O)c1
20: Cc1ccc(S(=O)(=O)N(C)C)cc1NC(=O)COC(=O)C1CC(=O)N(c2ccc3c(c2)OCCO3)C1 (stereo unspecified)
assay / entry,16,17,18,19,20
Cycloheximide cs,41*,2,-7,2,.
Shiga toxin inh,82*,-6,-17,-4,.
Pf growth 48h,59%[activator],-3%,?,18%,23%
HCV inhibitor,-13%,7%,0%,-1%,28%
Pf growth 96h,54%[activator],58%[activator],.,?,65%[activator]
LmPK inhibitor,1%,2%,11%,-4%,.
TbPYK inhibitor,-1%,4%,-13%,3%,1%

21: O=C(Nc1cccnc1)c1cc(-c2cccc(Cl)c2)on1
22: COc1ccc(-c2nc(CS(=O)CC(=O)N3CCOCC3)c(C)o2)cc1OC (stereo unspecified)
23: COc1ccc(NC(=O)C(=O)N/N=C(\C)CC(=O)Nc2cc(C)ccn2)c(OC)c1
24: Cc1onc(-c2c(Cl)cccc2Cl)c1NC(=O)NN(C)c1ccc([N+](=O)[O-])cn1
25: COc1ccccc1C(=O)NCC(=O)Nc1ccc2c(c1)OCO2
assay / entry,21,22,23,24,25
Cycloheximide cs,-2,-5,0,-2,.
Shiga toxin inh,-14,-7,7,-5,.
Pf growth 48h,94%[activator],7%,19%,?,8%
HCV inhibitor,30%[activator],8%,9%,-9%,3%
Pf growth 96h,38%[activator],?,32%[activator],?,7%
LmPK inhibitor,-2%,-10%,6%,2%,.
TbPYK inhibitor,-11%&3%,0%,-7%,-2%,0%

26: Cc1cccc(NC(=O)c2ccc3c(c2)C(=O)N(Cc2cccnc2)C3=O)c1C
27: Cc1ccccc1CN1CCN(CC2CC2)CC1CCO (stereo unspecified)
28: Cc1cc(C)c(S(=O)(=O)c2ccccc2)c(OC(=O)c2ccc(Cl)cc2Cl)n1
29: CC(C)CCN(C(=S)NC(=O)C1CCCCC1)c1c(N)n(Cc2ccccc2)c(=O)[nH]c1=O
30: Cc1cccc(N2CCN(C(=O)CCCn3c(=O)c4cccn4c4cccnc43)CC2)c1C
assay / entry,26,27,28,29,30
Cycloheximide cs,-3,2,3,4,11
Shiga toxin inh,10,-5,-11,12,17
Pf growth 48h,10%,-3%,.,1%,?
HCV inhibitor,26%,-2%,5%,?,?
Pf growth 96h,?,-15%,?,?,12µM*
LmPK inhibitor,0%,0%,4%,4%,-3%
TbPYK inhibitor,0%,-1%,-9%,-4%,-3%

31: CNC(=O)NC(=O)COC(=O)c1ccccc1OCc1ccccc1
32: Cc1sc(/C=C2\C(=O)ON=C2c2ccccc2)cc1Br
33: Cc1cc(C)n(CC(=O)O)n1
34: CC(C)C(=O)Nc1cc2c(cc1C(=O)c1ccccc1)OCCO2
35: CC(=O)Cc1nsc(NC(=O)c2ccc(Cl)cc2Cl)n1
assay / entry,31,32,33,34,35
Cycloheximide cs,4,-2,-4,-2,28
Shiga toxin inh,13,-6,-11,-10,47
Pf growth 48h,?,9%,7%,?,10%
HCV inhibitor,-22%,12%,29%,-1%,0%
Pf growth 96h,38%[activator],-25%,2%,1.3µM*,25%
LmPK inhibitor,3%,0%,-1%,-1%,0%
TbPYK inhibitor,-3%,.,-12%,4%,3%

36: COc1ccccc1CNC(=O)CS(=O)(=O)c1ccc(C)cc1
37: Cn1cccc1/C=N/NC(=O)Cc1cccs1
38: Nc1nncn1C(=O)c1cc(Br)ccc1Cl
39: Cc1cc(N2CCCCC2)nc(N2CCOCC2)n1
40: O=C1NC(NS(=O)(=O)c2ccc(Cl)cc2)(C(F)(F)F)C(=O)N1Cc1cccnc1 (stereo unspecified)
assay / entry,36,37,38,39,40
Cycloheximide cs,-5,11,-3,-4,1
Shiga toxin inh,-4,49*,9,-2,-5
Pf growth 48h,12%,42%,-5%,2%,3%
HCV inhibitor,6%,22%,2%,-28%,1%
Pf growth 96h,?,22%,-3%,115%[activator],8%
LmPK inhibitor,2%,-3%,3%,-1%,7%
TbPYK inhibitor,-8%,2%,2%,0%,-4%

41: CCn1c(SCC(=O)Nc2ccc(S(=O)(=O)Nc3ccccn3)cc2)nnc1-c1ccncc1
42: Cc1onc(-c2ccccc2Cl)c1C(=O)Nc1c(C)n(C)n(-c2ccccc2)c1=O
43: C/C(=N\O)c1oc2ccc3c(C)cc(=O)oc3c2c1C
44: CCCn1c(CCC(=O)O)nc2cc(S(N)(=O)=O)ccc21
45: Cc1ccc(Cn2ncc3c(N4CCOCC4)ncnc32)cc1
assay / entry,41,42,43,44,45
Cycloheximide cs,-3,-2,0,-3,-3
Shiga toxin inh,-14,-15,-10,-5,-4
Pf growth 48h,14%,-7%,13%,9%,0%
HCV inhibitor,10%&-5%,-1%,-6%,2%,?
Pf growth 96h,0%,277%[activator],26%,56%[activator],51%[activator]
LmPK inhibitor,-3%,2%,0%,6%,-2%
TbPYK inhibitor,-9%,-1%,-1%,1%,.

46: COc1ccc(C(=O)NCC(=O)N/N=C/C(C)=C/c2ccccc2)cc1OC
47: Cc1ccc(S(=O)(=O)N2CCC(=O)N([C@H](COCc3ccccc3)Cc3ccccc3)CC2)cc1
48: Cc1ccc(C(=O)N(C)c2ccc(OCC(=O)N3c4ccc(C)cc4C4CN(C)CCC43)cc2)cc1 (stereo unspecified)
49: CCOC(=O)C1=C(C)N(CCCC(=O)O)C(=O)NC1c1ccc(Cl)cc1 (stereo unspecified)
50: Cc1ccsc1C(=O)NCCC(c1ccccc1)c1ccccc1
assay / entry,46,47,48,49,50
Cycloheximide cs,-1,7,37*,-1,-3
Shiga toxin inh,14,-5,51,-3,-1
Pf growth 48h,7%,.,?,3%,?
HCV inhibitor,?,.,-14%,49%[activator],-10%
Pf growth 96h,-15%,.,?,11%,?
LmPK inhibitor,-1%,.,6%,-10%,5%
TbPYK inhibitor,-3%,5%,-2%,-1%,5%

51: O=C(O)/C=C/C(=O)Nc1ccc(O)cc1
52: C/C(=N\Nc1nc2ccccc2[nH]1)c1ccc(N2CCOCC2)cc1
53: CS(=O)(=O)c1ccc([C@@H](O)[C@@H](CO)NC(=O)C(Cl)Cl)cc1
54: CCOc1cc(/C=N/NC(=O)C(=O)NCCCOC(C)C)cc(Br)c1O
55: CC(C)Oc1ccc(S(=O)(=O)N2CCOCC2)cc1NC(=O)C1=NN(c2ccccc2)C(=O)CC1
56: O=C(c1ccccc1)c1ccc(Cn2cc(-c3ccccc3)nn2)cc1
57: O=C1Nc2ccccc2Nc2ccccc21
58: C#CCn1c(=NC(=O)c2ccc(S(=O)(=O)N3CCc4ccccc4C3)cc2)sc2cc(S(N)(=O)=O)ccc21
assay / entry,51,52,53,54,55,56,57,58
Cycloheximide cs,12,40*,.,-8,.,24*,-3,-8
Shiga toxin inh,2,61*,.,-5,.,57*,-5,-17
Pf growth 48h,41%[activator],4.1µM*,?,7%,3.7µM*,37%[activator],.,?
HCV inhibitor,12%,?,5%,26%,?,1.4µM*,4%,-20%
Pf growth 96h,10µM*,1.7µM*,4.7µM*,28%,1.7µM*,56%[activator],38%[activator],5.2µM*
LmPK inhibitor,-5%,0%,.,2%,.,0%,-3%,-1%
TbPYK inhibitor,-9%,3%,-14%,-6%,9%,-10%,-6%,-3%

Full records as entered above.
Shown for O=C(c1ccccc1)c1ccc(Cn2cc(-c3ccccc3)nn2)cc1 : Cycloheximide cs: 24*; Shiga toxin inh: 57*; Pf growth 48h: 37%[activator]; HCV inhibitor: 1.4µM*; Pf growth 96h: 56%[activator]; LmPK inhibitor: 0%; TbPYK inhibitor: -10%
Shown for CC(C)Oc1ccc(S(=O)(=O)N2CCOCC2)cc1NC(=O)C1=NN(c2ccccc2)C(=O)CC1 : Cycloheximide cs: .; Shiga toxin inh: .; Pf growth 48h: 3.7µM*; HCV inhibitor: ?; Pf growth 96h: 1.7µM*; LmPK inhibitor: .; TbPYK inhibitor: 9%
